Rab2 wt GTP: modulators of GTP binding to Rab2A wildtype, primary screen, biochemical, dog, bead-based flow cytometry, multiplex; Ras-related protein Rab-2A (Canis lupus familiaris), P61105; GST-Rab2 wt beads, Bodipy-GTP binding; GTP binding activity, % at 10 µM; 190,000 compounds, 0.19% hits; AID 760, 2007;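 active = GTP binding activity at least 20 points away from 100%, either lowered or raised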;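 note: 0% = beads with excess unlabeled GTP and 100% = no-compound control corrected for plate trend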
Mcl1-Noxa inh: Mcl-1/Noxa binding inhibitors, primary screen, biochemical, TR-FRET, 1536-well | inhibition, % at 21.7 µM | 220,000 compounds, 1.5% hits | TR-FRET Mcl-1/Noxa peptide binding, 2 h | Induced myeloid leukemia cell differentiation protein Mcl-1 (Homo sapiens), Q07820;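 active = compounds that cut the protein-peptide binding signal by more than 50% relative to plate controls in a single-dose test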;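 note: His-tagged Mcl-1 with rhodamine Noxa BH3 peptide and terbium anti-His antibody; 0% = Mcl-1 plus Noxa peptide wells and 100% = peptide-only wells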
Target sequence (Q07820 whole entry, looked up): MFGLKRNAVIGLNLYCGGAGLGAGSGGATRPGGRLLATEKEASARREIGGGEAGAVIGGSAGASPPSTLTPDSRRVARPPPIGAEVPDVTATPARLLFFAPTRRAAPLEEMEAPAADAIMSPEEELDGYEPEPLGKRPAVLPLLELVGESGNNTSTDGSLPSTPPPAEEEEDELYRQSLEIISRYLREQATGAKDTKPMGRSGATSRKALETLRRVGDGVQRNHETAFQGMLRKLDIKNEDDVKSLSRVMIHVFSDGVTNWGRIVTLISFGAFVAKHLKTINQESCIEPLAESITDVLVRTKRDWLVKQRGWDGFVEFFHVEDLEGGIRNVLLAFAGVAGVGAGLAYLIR
Rab7 wt modul: modulators of GTP binding to Rab7, primary screen, biochemical, wildtype, multiplex bead flow cytometry; GST-Rab7 beads, fluorescent GTP binding; actives lie on both sides; untreated = 100%, excess cold GTP = 0%; GTP binding activity (percent of control), % at 10 µM; 190,000 compounds, 0.055% hits;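 active = fluorescent GTP binding to Rab7 beads changed by at least 20 points from the 100% baseline, either direction, mostly lower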;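 note: median green fluorescence of bound Bodipy-FL-GTP per Rab7 bead population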
Mcl-1 Bim block: inhibitors of Bim peptide binding to Mcl-1, primary screen, biochemical, bead-based flow cytometry, multiplex | Bim peptide-Mcl-1 binding | inhibition, % at 10 µM | 190,000 compounds, 0.1% hits | AID 1009, 2008; in the data active = inhibition above about 40%;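 note: 0% = no compound tracer wells and 100% = peptide blocker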
Rac1 wt modul: wildtype Rac1 GTP binding modulators, primary screen, biochemical, GST-Rac1 beads, flow cytometry, multiplex; Ras-related C3 botulinum toxin substrate 1 (Homo sapiens), P63000; fluorescent GTP binding; actives lie on both sides; 0 = cold GTP competed, 100 = untreated; GTP binding activity (% of control), % at 10 µM; 190,000 compounds, 0.27% hits; AID 757, 2007;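 active = GTP binding activity at least 20 points away from the 100% control level, either lower or higher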
Rac1 act GTP bind: GTP binding modulators of activated mutant Rac1, primary screen, biochemical, bead-based flow cytometry, multiplex, fluorescent GTP; 190,000 compounds, 0.11% hits; Ras-related C3 botulinum toxin substrate 1 (Homo sapiens), P63000; percent activity (GTP binding), % at 10 µM; AID 764, 2007; GST-Rac1 activated beads; actives lie on both sides; 100% means binding = to untreated wells;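 active = GTP binding at least 20 percentage points away from the 100% baseline, in either direction, so actives lie on both sides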
RGS8-Gao: RGS8-Galphao binding modulators, primary screen, biochemical, multiplexed bead flow cytometry | Guanine nucleotide-binding protein G(o) subunit alpha (Homo sapiens), P09471 | actives lie on both sides | response (percent of control binding), % at 10 µM | 220,000 compounds, 0.34% hits; in the data active = response below about 60% or above about 140%; inactive = in between;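 note: Galphao activated as the GDP aluminium fluoride complex binding bead-coupled RGS8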
Target sequence (P09471 whole entry, looked up): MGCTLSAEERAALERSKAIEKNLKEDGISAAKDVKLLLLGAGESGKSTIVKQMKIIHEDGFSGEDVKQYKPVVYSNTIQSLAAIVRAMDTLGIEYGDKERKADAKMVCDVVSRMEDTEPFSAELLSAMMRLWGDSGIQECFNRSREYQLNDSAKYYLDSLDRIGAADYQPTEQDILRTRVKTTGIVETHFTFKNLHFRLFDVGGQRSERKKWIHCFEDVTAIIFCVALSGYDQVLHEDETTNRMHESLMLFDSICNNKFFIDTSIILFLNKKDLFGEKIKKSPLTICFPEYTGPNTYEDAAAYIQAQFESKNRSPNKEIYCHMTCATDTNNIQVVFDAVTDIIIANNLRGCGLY
Mcl1 Bid PPI: Mcl-1/Bid binding inhibitors, primary screen, biochemical, TR-FRET, 1536-well | Induced myeloid leukemia cell differentiation protein Mcl-1 (Homo sapiens), Q07820 | TR-FRET Mcl-1/Bid-Dy647 peptide binding | inhibition, % at 21.7 µM | 220,000 compounds, 0.97% hits | AID 1021, 2008;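 active = compounds that cut the binding signal by more than half at the single screening dose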;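 note: His-tagged Mcl-1 with europium anti-His antibody binding Bid BH3 peptide; 0% = Mcl-1 plus peptide wells and 100% = peptide-only wells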
HRas wt GTP bind: modulators of GTP binding to HRas wildtype, primary screen, biochemical, bead-based flow cytometry, multiplex. GST-Ras wt beads, Bodipy-FL-GTP binding; actives lie on both sides. GTP binding activity, % at 10 µM. 190,000 compounds, 0.14% hits;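 active = GTP binding activity at least 20% away from the 100% baseline, either lowered as inhibitor or raised as activator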;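 note: 0% = unlabeled GTP competition control and 100% = no-compound control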
Target sequence (P01112 whole entry, looked up): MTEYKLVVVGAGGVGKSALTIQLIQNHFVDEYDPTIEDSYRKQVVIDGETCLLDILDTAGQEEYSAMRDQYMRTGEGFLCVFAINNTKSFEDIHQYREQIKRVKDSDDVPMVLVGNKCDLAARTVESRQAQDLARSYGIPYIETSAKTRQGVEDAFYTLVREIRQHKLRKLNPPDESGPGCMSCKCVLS
Pf gamet viab: late stage P. falciparum gametocyte viability inhibitors, primary screen, ATP luminescence, HTS; P. falciparum stage V gametocytes, 24 h; inhibition, % at 10.9 µM; AID 743093, 2013; 150,000 compounds, 0.065% hits;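 active = inhibition above the mean plus 3 SD of compounds within the control limits, set per campaign, cut at about 38% in these data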;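 note: 0% = DMSO wells and 100% = medium only without gametocytes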
Cdc42 wt GTP: modulators of GTP binding to wildtype Cdc42, primary screen, biochemical, multiplex bead flow cytometry, Bodipy-GTP; 190,000 compounds, 0.2% hits; GST-Cdc42 beads; actives lie on both sides; Cell division control protein 42 homolog (Homo sapiens), P60953; percent activity (GTP binding), % at 10 µM; AID 761, 2007;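 active = percent activity GTP binding at least 20 points away from the 100% baseline, either down as inhibitor or up as activator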;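 note: median bead fluorescence of bound Bodipy-FL-GTP at 100 nM; 0% = excess unlabeled GTP control and 100% = no compound control; below 100% means less GTP binding so inhibitor and above means activator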
Target sequence (P60953 whole entry, looked up): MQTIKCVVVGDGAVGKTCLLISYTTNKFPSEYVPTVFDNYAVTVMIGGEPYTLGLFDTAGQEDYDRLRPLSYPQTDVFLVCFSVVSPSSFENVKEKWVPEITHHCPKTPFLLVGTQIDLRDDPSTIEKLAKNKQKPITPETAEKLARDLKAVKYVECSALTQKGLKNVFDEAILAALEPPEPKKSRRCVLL
* marks the source's active call; other numbers are inactive results; nt = not tested or not shown.

SMILES	Rab2 wt GTP	Mcl1-Noxa inh	Rab7 wt modul	Mcl-1 Bim block	Rac1 wt modul	Rac1 act GTP bind	RGS8-Gao	Mcl1 Bid PPI	HRas wt GTP bind	Pf gamet viab	Cdc42 wt GTP
O=C(N/N=C/c1ccco1)c1cc(-c2ccc(Cl)s2)[nH]n1	95	0	103	-1	97	93	101	-31	96	-14	96
O=C(CNC1=NCCC1)c1ccc2c(c1)OCCO2	99	-1	102	-2	106	101	95	12	101	-17	105
Cc1cccc(OCc2nc(C#N)c(NCc3ccc4c(c3)OCO4)o2)c1	102	8	102	0	96	96	101	83*	101	nt	98
Cc1ccc(C)c(-n2nnnc2SCC(=O)Nc2c(C)n(C)n(-c3ccccc3)c2=O)c1	99	1	99	0	100	97	100	7	98	nt	99
COc1ccc(C(O)(C(=O)NNc2ccc(C)cc2)c2cccs2)cc1 (stereo unspecified)	102	-2	101	1	99	98	97	-52	103	nt	100
CCC(=O)N1CC2(CC(c3cccc([N+](=O)[O-])c3)=NO2)C[C@H]1C(=O)NCC(N)=O (stereo partly specified)	97	2	100	-2	99	98	101	-6	99	nt	97
C=CCn1c(SCc2ccc(C#N)cc2)nnc1-c1ccccc1	101	-5	101	-73	106	97	103	-32	99	nt	102
COC(=O)NNC(=O)c1cccc(C)c1	99	-10	96	-2	105	99	98	-5	99	nt	103
CCOC(=O)N1CCN(c2nc(C)c3c(n2)CCCC3=O)CC1	97	27	95	0	97	97	98	71*	99	-29	102
C=CCc1ccc(OCCCCOc2ccc(C(=O)O)cc2)c(OC)c1	95	6	94	0	94	95	101	-17	95	-13	92
O=C(NNc1nc2ccccc2s1)C1CC1	100	13	100	-5	99	97	98	-33	102	nt	105
FC(F)(F)c1ccc(Oc2ccc3ccccc3c2Br)nc1	96	-1	97	-4	100	96	99	34	96	7	98
CC1(C)C(N(O)C(=O)Nc2ccccc2)N(c2cccc(Cl)c2)C(=O)N1O (stereo unspecified)	98	8	94	0	104	97	100	10	98	9	101
COCCn1c(CN2CCC(Cc3ccccc3)CC2)nc2c1c(=O)n(C)c(=O)n2C	103	4	105	-3	104	100	99	-11	106	15	104
CCCS(=O)(=O)c1c(S(=O)(=O)CCC)c2ccc(C(N)=O)cn2c1C(=O)c1ccc(F)cc1	102	6	104	-2	104	98	101	-2	101	0	101
Cc1noc(C)c1C(=O)Nc1ccc(F)cc1F	98	-24	96	1	100	98	104	-20	100	-11	100
C=CCn1c(SCC(=O)NC(=O)NC2CCCC2)nnc1C1CCCCC1	98	-8	92	-4	101	93	90	-21	92	-12	93
NC(=O)COC(=O)c1ccc(Cl)c(S(=O)(=O)N2CCCCCC2)c1	96	9	99	1	91	94	99	-19	96	25	94
Clc1cccc(-c2ccc(/C=N/n3cnnc3)o2)c1	99	-12	94	3	103	98	100	-13	96	nt	103
O=C(NCc1nc2ccccc2[nH]1)C1=C[C@H](C2CCCCC2)C[C@H](OCc2ccc(CO)cc2)O1	95	27	95	-3	98	95	99	1	96	nt	96
COc1cccc(C2CC(c3ccc(Br)cc3)=NN2C(=O)c2ccncc2)c1OC (stereo unspecified)	99	13	105	7	99	95	98	-37	99	5	95
CN1CCC(=NNC(=O)C(=O)NCc2ccccc2)CC1	103	5	103	-1	109	102	95	-40	104	5	108
Cc1nn(CC(=O)NC2C(=O)N3C(C(=O)O)=C(CSc4nnnn4C)CSC23)cc1Br (stereo unspecified)	96	-2	94	-2	97	96	99	8	96	nt	94
Brc1cccc(-c2nnc3sc(CN4CCC5(CC4)OCCO5)cn23)c1	101	15	103	-1	103	100	103	5	101	nt	104
Cc1cc(C(=O)CN2C(=O)c3cccc(N)c3C2=O)c(C)n1Cc1cccs1	100	-17	94	3	100	99	97	-67	99	7	101
O=C(CCc1nc2ccccc2c(=O)[nH]1)Nc1ccc(F)cc1	97	23	96	-1	102	98	103	-23	99	6	100
CC1=C(C(=O)Nc2ccccc2)C(c2ccc(C(C)C)cc2)N2C(=O)CSC2=N1 (stereo unspecified)	102	-22	101	-1	104	101	105	-20	103	nt	103
CC(C)CNC(=S)NC(=O)c1ccc(Cl)cc1	103	62*	104	-3	107	103	103	-8	108	nt	101
CC(C)(C)NC(=O)c1nc2nc(-c3ccccc3)cc(C(F)(F)F)n2n1	101	0	100	-6	104	104	102	0	101	10	100
Cc1cccc(N2CN(Cc3ccco3)CNC2=S)c1C	101	15	99	-1	105	101	95	-31	103	16	106
CC(C)Cn1c(=O)c2c(nc3n2CCCN3CCc2ccccc2)n(C)c1=O	102	16	101	-1	103	99	86	-9	102	14	106
CC(C)NC(=S)Nc1ccc2[nH]c(=O)[nH]c2c1	99	12	105	2	97	96	101	-33	97	4	96
CC(C)(C)c1ccc(/C=N/n2cnnc2)cc1	96	2	92	1	97	93	100	6	98	-7	94
O=c1cc(-c2ccco2)oc2ccc(Cl)cc12	93	-14	95	-3	92	92	100	-3	93	nt	95
CC(C)n1nc(C(=O)NCCc2ccc(S(N)(=O)=O)cc2)c2ccccc2c1=O	99	5	100	0	103	98	105	-24	99	-17	98
COC(=O)CN(c1ccccc1C)S(C)(=O)=O	95	-4	95	2	98	97	99	-15	97	-11	96
O=C(Cc1c(C(=O)O)[nH]c2ccccc12)NC1CCCC1	94	17	94	0	95	94	102	-18	93	-1	95
N#Cc1cc(C(=O)Cc2ccccc2)c[nH]1	96	15	96	1	96	95	101	-14	95	-33	97
NC(=Nc1ccc(Cl)cc1)c1ccccc1	96	10	105	-2	102	96	105	-25	97	7	97
C=CCNC(=O)c1ccc2nc(-c3ccccc3)c(-c3ccccc3)nc2c1	98	-9	101	0	98	96	104	6	99	nt	100
NC(=O)c1nn(CC(=O)Nc2ccc3c(c2)OCO3)cc1[N+](=O)[O-]	99	74*	102	-2	101	94	111	-8	101	-5	99
O=C(CCc1nc2ccccc2c(=O)[nH]1)OCc1ccccc1F	98	22	100	-9	100	99	93	-71	100	nt	95
NS(=O)(=O)c1ccc(NC(=O)C2COc3ccccc3O2)cc1 (stereo unspecified)	105	7	100	2	110	100	96	-4	103	nt	102
CCc1nnc(NC(=O)C2Cc3ccccc3CN2S(=O)(=O)c2cccs2)s1 (stereo unspecified)	103	28	107	1	108	100	105	-21	106	13	104
COc1cccc(C2NC(=O)NC(O)(C(F)(F)F)C2C(=O)c2cccnc2)c1OC (stereo unspecified)	101	15	99	-2	98	94	102	-27	99	20	100
Cn1c(=O)cc(OCCCC(=O)NCc2ccc3c(c2)OCO3)c2ccccc21	98	12	98	-1	101	96	84	-26	97	nt	96
Cc1occc1-c1nnc(SCC(=O)c2cc3ccccc3oc2=O)o1	99	18	99	0	99	95	98	0	100	nt	98
O=C(N/C(=C\c1ccco1)C(=O)N1CCCC1)c1cccs1	101	3	101	1	105	100	99	-1	102	nt	103
O=C(COC(=O)[C@@H]1CC(O)CN1S(=O)(=O)c1ccccc1[N+](=O)[O-])Nc1ccc2ccccc2c1 (stereo partly specified)	99	14	97	-5	99	97	101	-3	102	nt	99
CNC(=S)NNC(=O)COc1ccccc1C	99	15	97	-8	101	101	64	-57	101	nt	100
COc1cccc(-c2cc(C(F)(F)F)nc(-n3cncn3)n2)c1	108	10	106	0	103	102	93	-17	104	nt	107
Cn1c(CCC(=O)Nc2ccccc2F)nnc1SCC(=O)Nc1ccccc1Cl	103	0	105	-5	100	98	100	-10	102	nt	99
Cc1csc(NC(=O)Cn2nc(C)c([N+](=O)[O-])c2C)n1	96	4	97	-6	99	97	102	-23	97	-7	97
O=S(=O)(/N=C(\c1ccccc1)N1CCOCC1)c1ccc(Cl)cc1	100	-6	100	-7	102	99	96	-13	100	11	107
CCC(C(=O)NCCC1=CCCCC1)c1ccccc1 (stereo unspecified)	99	16	101	-2	102	103	101	-32	99	9	101
CCn1nc(C)c(/C=N/NC(=O)c2ccc3c(c2)c(C)c(C)n3Cc2ccccc2)c1C	97	23	98	-3	99	96	97	-54	99	nt	100
CC1=NN(c2ccccc2)C(=O)C1C(=O)c1ccc(Cl)cc1 (stereo unspecified)	97	1	98	2	96	92	100	-49	97	nt	92
Cc1ccc(C(=O)N/N=C2\CCSC2)cc1[N+](=O)[O-]	97	4	98	-1	108	100	101	-21	99	-2	103
Cc1ccccc1C(=O)N1CCc2cc(-c3nc(NC(=O)Cc4ccc5c(c4)OCO5)sc3C)ccc21	99	-34	100	-3	106	98	102	-35	101	nt	107
Cc1[nH]c2ccccc2c1C(=O)CN1CCC(C(N)=O)(N2CCCCC2)CC1	101	3	99	0	100	100	100	-68	102	-17	103

3 compounds already listed, arranged by the value under Cdc42 wt GTP, rising:
| SMILES | Cdc42 wt GTP |
| --- | --- |
| CC1=NN(c2ccccc2)C(=O)C1C(=O)c1ccc(Cl)cc1 (stereo unspecified) | 92 |
| O=C(COC(=O)[C@@H]1CC(O)CN1S(=O)(=O)c1ccccc1[N+](=O)[O-])Nc1ccc2ccccc2c1 (stereo partly specified) | 99 |
| Cc1[nH]c2ccccc2c1C(=O)CN1CCC(C(N)=O)(N2CCCCC2)CC1 | 103 |

Continued:
SMILES	Rab2 wt GTP	Mcl1-Noxa inh	Rab7 wt modul	Mcl-1 Bim block	Rac1 wt modul	Rac1 act GTP bind	RGS8-Gao	Mcl1 Bid PPI	HRas wt GTP bind	Pf gamet viab	Cdc42 wt GTP
O=C(COc1ccc(Cl)cc1)NCCC1=CCCCC1	95	18	95	0	94	93	102	9	98	-30	98
Oc1ccc(-c2csc(NCc3ccco3)n2)cc1	103	12	100	4	100	99	103	-20	100	nt	101
O=C(/C=C/c1ccccc1)c1ccoc1	101	5	104	0	100	97	99	-9	101	nt	100
CCOC(=O)C(=O)NNc1cccc(C)c1C	97	11	98	-3	104	99	104	-35	100	-4	100
CC(C)(C)c1ccc(OCC(=O)NCCN2CCCC2)cc1	99	26	96	0	105	100	107	16	101	nt	102
Cc1ccc(-c2ccccc2NC(=O)CCl)o1	102	16	96	-2	100	99	103	-51	103	-7	102
COC(=O)c1[nH]cnc1C(=O)c1ccccc1	99	-12	100	-1	103	99	100	-3	101	nt	102
CN(CCO)C1=CC(=O)CC(C)(C)C1	100	13	101	-4	106	98	103	-26	102	nt	104

High-throughput results deposited in PubChem by several laboratories.
